Screens from PubChem BioAssay.
STAT1 act: STAT1 signaling activators, primary screen, cell-based, HTS, luciferase reporter; 200,000 compounds, 2.6% hits; NIH 3T3 STAT1-luciferase reporter, IFN-gamma, luminescence; 100% = IFN-gamma alone, no compound; AID 932, 2007; activation (% of control), % at 5.5 µM;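 active = activation above the screen-wide mean activation plus 3 SD, cut at about 130% in these data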;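 also: raw ratio to IFN-gamma control signal so 100% means no change and 0% no light; values of inactives mirror those of a sister screen read the other way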
STAT3 inh: IL-6 driven STAT3 reporter inhibitors, primary screen, U3A cells, luciferase, luminescence, MLSCN library. AID 862, 2007. IL-6 STAT3-luciferase reporter; host cell line lacks STAT1. 190,000 compounds, 0.89% hits. inhibition, % at 5.5 µM;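 active = inhibition above the mean inhibition across all screened compounds plus 3 SD, cut at about 44% in these data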;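 also: 0% = DMSO only wells and 100% = 100 µM nifuroxazide control wells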
STAT3 activator: IL-6 driven STAT3 reporter potentiators, primary screen, U3A cells, luciferase, luminescence, MLSCN library | AID 871, 2007 | IL-6 STAT3-luciferase reporter; 100% = signal with IL-6 EC80 alone | 190,000 compounds, 0.91% hits | activation (% of control), % at 5.6 µM;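 active = activation above the screen-wide mean of compound activation plus 3 SD, cut at about 130% in these data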;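 also: 0% = background luminescence of wells with medium and substrate only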
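Material: STAT3-luciferase reporter U3A cells; Probe or stimulus: IL-6 (33 ng/mL); Incubation: compound pre-incubation 1 h before IL-6, then 6 h stimulation at 37 °C; Technique: luminescence from STAT3-driven luciferase reporter; Evaluation: % activation versus median of IL-6-stimulated wells; Controls: IL-6-only high control.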
APP transl inh: inhibitors of APP translation via 5'UTR reporter, primary screen, APP 5'UTR luciferase, SH-SY5Y cells; AID 1285, 2008; 190,000 compounds, 0.82% hits; SH-SY5Y APP 5'UTR-luciferase reporter, luminescence; inhibition, % at 2 µM;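 active = inhibition above a set limit, derived from the sample mean plus 3 SD, cut at about 45% in these data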; also: values of inactives mirror those of a sister screen read the other way
Hsp70 act: Hsp70 transcriptional activators, primary screen, cell-based, HeLa, Hsp70 promoter luciferase, luminescence, 10 µM | 200,000 compounds, 0.04% hits | activation, % at 10 µM | HeLa Hsp70 promoter luciferase reporter; scaled: vehicle 0, proteasome-inhibitor control 100%;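 active = activation above the mean across all tested compounds plus 3 SD, cutoff set per campaign, cut at about 5.5% in these data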;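 also: 100% = MG132 at 30 µM as the positive control and 0% = DMSO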
FLuc inhib CS: firefly luciferase enzyme inhibitors, primary screen, artefact control for luciferase-based inhibitor screens, biochemical, luminescence, ATPLite; 10 min; inhibition, % at 10 µM; 200,000 compounds, 1.5% hits; AID 1006, 2008;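 active = inhibition above about 50% when tested at 10 µM, limit read from the data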
Target sequence (P08659 whole entry, looked up): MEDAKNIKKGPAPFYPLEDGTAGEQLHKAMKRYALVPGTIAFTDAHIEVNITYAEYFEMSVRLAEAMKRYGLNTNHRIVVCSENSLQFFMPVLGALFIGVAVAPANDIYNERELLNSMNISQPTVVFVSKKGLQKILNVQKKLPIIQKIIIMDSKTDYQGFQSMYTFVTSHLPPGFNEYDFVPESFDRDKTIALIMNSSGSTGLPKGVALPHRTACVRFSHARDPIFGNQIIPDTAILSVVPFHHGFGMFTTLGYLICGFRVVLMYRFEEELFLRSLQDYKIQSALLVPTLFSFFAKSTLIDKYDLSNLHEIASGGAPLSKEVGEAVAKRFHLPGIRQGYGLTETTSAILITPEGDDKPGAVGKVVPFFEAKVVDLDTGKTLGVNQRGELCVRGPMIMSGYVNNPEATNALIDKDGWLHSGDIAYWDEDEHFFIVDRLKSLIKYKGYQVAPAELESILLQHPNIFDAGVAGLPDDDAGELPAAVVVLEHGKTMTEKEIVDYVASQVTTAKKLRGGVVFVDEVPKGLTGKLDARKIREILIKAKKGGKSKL
STAT1 blocker: STAT1 signaling inhibitors, primary screen, cell-based, HTS, luciferase reporter | NIH 3T3 STAT1-luciferase reporter, IFN-gamma, luminescence | inhibition, % at 5.5 µM | 200,000 compounds, 0.35% hits;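 active = inhibition above a set limit, the mean inhibition across all tested compounds plus 3 SD, cut at about 34% in these data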;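 also: 0% = IFN-gamma with DMSO and 100% = IFN-gamma with 300 µM nifuroxazide; values of inactives mirror those of a sister screen read the other way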
NF-kB expr up: activators of NF-kB expression in neurons, primary screen, cell-based, HTS; AID 1239, 2008; 190,000 compounds, 1.6% hits; human neuronal cells, NF-kB reporter expression; hits give high values; fold change at 12.5 µM; in the data active = fold change above about 3.3
APP 5'UTR act: activators of APP 5'UTR luciferase reporter, primary screen, SH-SY5Y cells | 190,000 compounds, 1% hits | activation, % at 2 µM | SH-SY5Y APP 5'UTR luciferase reporter, luminescence; zero percent = DMSO vehicle wells;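 active = activation above a set limit, based on mean plus 3 SD of controls, cut at about 140% in these data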; also: values of inactives mirror those of a sister screen read the other way
RAM network inh: inhibitors of the yeast RAM network, primary screen, dse1pr::URA3 reporter, 5-FOA selection; 190,000 compounds, 1.8% hits; inhibition, % at 50 µM; S. cerevisiae dse1pr::URA3 reporter, 5-FOA growth OD615, 2 d; analog-sensitive cbk1-as2 kinase mutant strain;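 active = inhibition above a set limit, 3 SD over mean compound inhibition, cut at about 8.4% in these data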;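 also: 0% = DMSO-only wells with no growth and 100% = 10 µM 1-NA-PP1 full growth; inhibition rescues growth on 5-FOA so higher OD means more RAM inhibition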
* hit, by the source's call.

#	SMILES	STAT1 act	STAT3 inh	STAT3 activator	APP transl inh	Hsp70 act
1	C/C(=N\N1CCN(c2ccc(Cl)cc2)CC1)c1cccs1	98	-1	103	-2	-0.4
2	Cc1cccc2[nH]c(-c3ccc(NC(=O)c4ccco4)cc3)nc12	130*	4	101	-102	0.2
3	CC(=O)c1cnc2cc(-c3ccc(C)cc3)nn2c1C	137*	2	101	-60	0.0
4	O=C(CN1CCN(c2ccccc2O)CC1)Nc1ccc2c(c1)CCC2	101	-8	112	0	0.0
5	O=C(c1ccccn1)N(c1ccccc1)C1(C(=O)NC2CCCCC2)CCCCC1	100	-1	101	-24	-0.3
6	CCN(CCn1cccn1)C(=O)CC1C(=O)NCCN1Cc1cc(OC)cc(OC)c1 (stereo not drawn)	105	9	96	5	-0.3
7	Clc1ccccc1C(c1nnnn1Cc1ccco1)N1CCN(Cc2ccco2)CC1 (stereo not drawn)	88	-4	106	-20	-0.3
8	Cc1ccc(CN2CCN(/N=C/c3cc([N+](=O)[O-])ccc3Cl)CC2)cc1	104	10	93	-21	-0.3

#	FLuc inhib CS	STAT1 blocker	NF-kB expr up	APP 5'UTR act	RAM network inh
1	-7	3	1.1	2	3.0
2	23	-33	2.1	102	0.9
3	50	-41	6.6*	60	0.0
4	-6	-1	2.1	0	-0.4
5	-9	1	1.2	24	5.3
6	-3	-8	1.1	-5	0.8
7	-4	13	1.1	20	0.1
8	-6	-5	1.1	21	0.2

(continued)
#	SMILES	STAT1 act	STAT3 inh	STAT3 activator	APP transl inh	Hsp70 act
9	Cc1cccc(N(C(=O)CNC(=O)c2ccco2)C(C(=O)NC2CCCC2)c2cccnc2)c1 (stereo not drawn)	104	7	98	1	0.1
10	COc1ccc(-c2ccnc3nc(N4CCN(c5ccccc5)CC4)nn23)cc1	101	14	96	8	-0.1
11	Cc1c(OCC(=O)N(C)C)ccc2c3c(c(=O)oc12)CCCCC3	91	11	97	-1	-0.3
12	CCOC(=O)C1CCN(C(=O)CNC(=O)OC(C)(C)C)CC1	101	-4	103	-21	-0.3
13	O=C(c1ccc([N+](=O)[O-])c(CS(=O)(=O)c2ccc(Cl)cc2)c1)N1CCCCC1	91	0	107	5	-0.2
14	O=C(NN=C1CCCCCC1)c1ccc2c(c1)OCO2	116	2	103	-19	-0.1
15	O=C(Cc1ccc(Cl)cc1)Nc1ccc(-c2cc3ccccc3oc2=O)c(Cl)c1	100	-2	102	86*	-0.2
16	CCN(C(=O)CSc1ncn[nH]1)C1CCCCC1	101	4	101	-4	0.1

#	FLuc inhib CS	STAT1 blocker	NF-kB expr up	APP 5'UTR act	RAM network inh
9	-8	-4	0.95	-1	-0.3
10	-4	-1	0.5	-8	3.3
11	1	8	1.3	1	1.2
12	-2	-1	1.1	21	0.4
13	-1	9	0.9	-5	1.1
14	1	-17	2.1	19	0.4
15	-6	0	1.2	-86	3.0
16	-2	-1	1.1	4	1.1

4 compounds picked at random from the list so far, as already listed:
#	SMILES	STAT1 act	STAT3 inh	STAT3 activator	APP transl inh	Hsp70 act
1	C/C(=N\N1CCN(c2ccc(Cl)cc2)CC1)c1cccs1	98	-1	103	-2	-0.4
4	O=C(CN1CCN(c2ccccc2O)CC1)Nc1ccc2c(c1)CCC2	101	-8	112	0	0.0
10	COc1ccc(-c2ccnc3nc(N4CCN(c5ccccc5)CC4)nn23)cc1	101	14	96	8	-0.1
15	O=C(Cc1ccc(Cl)cc1)Nc1ccc(-c2cc3ccccc3oc2=O)c(Cl)c1	100	-2	102	86*	-0.2

#	FLuc inhib CS	STAT1 blocker	NF-kB expr up	APP 5'UTR act	RAM network inh
1	-7	3	1.1	2	3.0
4	-6	-1	2.1	0	-0.4
10	-4	-1	0.5	-8	3.3
15	-6	0	1.2	-86	3.0

Additional structures:
#	SMILES	STAT1 act	STAT3 inh	STAT3 activator	APP transl inh	Hsp70 act
17	Cc1ccccc1-n1c(C)nnc1SCc1nc2ccccc2s1	132*	-44	142*	-141	0.2
18	CCOc1ccccc1NC(=O)CN1C(=O)COc2ccc(Cl)cc21	94	2	106	-10	0.1
19	C/C(=N\NC(=O)c1ccc(CSc2cccc3cccnc23)cc1)C1CCCCC1	100	3	96	0	-0.2
20	CC(=O)c1cccc(CN2CCCC(CCC(=O)NCc3ccc(F)c(F)c3)C2)c1 (stereo not drawn)	85	3	103	-21	-0.2
21	Cc1ccccc1C(OCCN(C(C)C)C(C)C)c1ccccc1 (stereo not drawn)	95	1	101	10	-0.3
22	COCCn1c(CN(C)Cc2ccccc2)nc2c1c(=O)n(C)c(=O)n2C	95	11	95	-7	-0.2
23	COCCNC(=S)Nc1ccc([N+](=O)[O-])cc1C	100	-5	110	19	-0.2
24	CCOC(=O)CSc1nc(C)c2ccccc2n1	103	7	96	-13	-0.1

#	FLuc inhib CS	STAT1 blocker	NF-kB expr up	APP 5'UTR act	RAM network inh
17	22	-35	1.5	141*	0.9
18	-4	6	0.91	10	3.5
19	-2	2	1.3	0	0.8
20	-4	16	0.99	21	1.2
21	0	6	0.87	-10	0.8
22	-6	5	0.86	7	1.3
23	-1	-2	1.3	-19	-0.5
24	-3	-3	2.5	13	1.9

More entries follow:
#	SMILES	STAT1 act	STAT3 inh	STAT3 activator	APP transl inh	Hsp70 act
25	COc1cc(Cn2ccnc2)c(OC)cc1Cn1ccnc1	101	2	99	-10	0.0
26	CC(=O)Nc1ccc(NC(=O)C(C)N2CCN(S(=O)(=O)c3ccc(C)cc3)CC2)cc1 (stereo not drawn)	104	-2	105	3	-0.1
27	COc1ccc(CC(=O)NNC(=O)c2cccnc2)cc1OC	98	6	98	2	-0.3
28	O=C(NC(=S)Nc1nc2ccccc2s1)c1ccco1	130*	-48	146*	-143	-0.1
29	COc1ccc(C(=O)c2ccc(Cl)cc2Cl)cc1	100	3	103	-3	-0.1
30	COc1ccc(CCNC(=O)CCC2COc3ccccc3O2)cc1OC (stereo not drawn)	100	1	102	0	-0.5
31	CCOC(=O)c1ccc(S(=O)(=O)Nc2ccc3cn[nH]c3c2)cc1	86	-13	113	-2	-0.2
32	CCOC(=O)c1c(N)sc(C(C)=O)c1C	104	-7	107	-9	-0.3

#	FLuc inhib CS	STAT1 blocker	NF-kB expr up	APP 5'UTR act	RAM network inh
25	-6	-1	1.1	10	1.1
26	-7	-6	1.2	-3	-0.7
27	0	0	1.1	-2	0.5
28	80*	-33	0.82	143*	8.8*
29	-4	0	1.2	3	0.1
30	3	0	0.98	0	1.6
31	-8	16	1.1	2	0.0
32	0	-4	1.2	9	0.8

(list continues)
#	SMILES	STAT1 act	STAT3 inh	STAT3 activator	APP transl inh	Hsp70 act
33	COc1ccc(-n2ncc3c(N4CCCCC4)ncnc32)cc1	33	107*	13	-39	-0.6
34	COC(=O)c1sc(-c2ccccc2)cc1NC(=O)c1ccccc1	103	4	98	3	-0.3
35	Cn1c(CNC(=O)c2ccc(Cl)c(Cl)c2)nnc1SCC(=O)Nc1sc2c(c1C#N)CCCC2	99	1	99	12	0.0
36	CCc1n[nH]c2c1/C(=N\O)CC(C)(C)C2	90	1	102	-7	0.3
37	CCOC(=O)c1c(C)[nH]c(C(=O)COC(=O)c2ccccc2NC(=O)c2ccco2)c1C	101	12	94	-2	-0.2
38	C/C(=N/OC(=O)c1ccc(C)cc1)c1cccs1	115	4	101	-1	0.1
39	O=c1[nH]n2c(=O)c3c([nH]c2c1N=Nc1cccc(Cl)c1)CCCC3	102	2	101	-11	-0.3
40	NC(=O)c1cnn2c(C(F)(F)F)cc(-c3ccccc3)nc12	103	-14	114	-4	-0.3

#	FLuc inhib CS	STAT1 blocker	NF-kB expr up	APP 5'UTR act	RAM network inh
33	94*	72*	0.27	39	0.2
34	-3	-3	1.1	-3	4.3
35	-6	2	1.2	-12	5.5
36	-5	11	0.96	7	2.6
37	-3	-1	0.99	2	6.2
38	98*	-17	0.79	1	0.3
39	-2	-3	0.86	11	1.5
40	-2	-3	0.59	4	2.3

(next part)
#	SMILES	STAT1 act	STAT3 inh	STAT3 activator	APP transl inh	Hsp70 act
41	O=[N+]([O-])c1cccnc1N1CCC(c2cc(-c3ccc(Cl)cc3)n[nH]2)CC1	102	20	87	-12	0.1
42	N=c1c2c3c(sc2ncn1CCN1CCOCC1)CCCCC3	96	0	104	3	-0.2
43	O=C(CN1CCN(S(=O)(=O)c2ccc(Cl)cc2)CC1)Nc1ccc(N2CCOCC2)cc1	102	9	95	-31	-0.3
44	O=C(Cn1ncc2c(=O)oc3ccccc3c21)N1CCCN(Cc2ccccc2F)C1	95	6	95	7	-0.4
45	COc1ccc2[nH]c(=O)c(CN(Cc3cccnc3)C(=O)Nc3ccccc3)cc2c1	95	17	89	22	-0.1
46	CSc1ccc(/C=N/N2CCN(Cc3ccccc3Cl)CC2)cc1	104	5	100	-3	0.1
47	CCOc1ccc(NC(=O)CC2C(=O)N(CC)C(=S)N2CCN2CCOCC2)cc1 (stereo not drawn)	99	4	101	-6	-0.3
48	COc1cccc(-c2ccc(C#N)c(SCC(=O)NCCc3cccc(Cl)c3)n2)c1	99	12	95	-9	-0.3

#	FLuc inhib CS	STAT1 blocker	NF-kB expr up	APP 5'UTR act	RAM network inh
41	3	-3	0.74	12	5.4
42	-4	4	1	-3	0.0
43	0	-2	1.2	31	1.9
44	-9	7	1.1	-7	0.1
45	-4	4	0.41	-22	2.1
46	-8	-5	1.1	3	0.6
47	-6	3	1.1	6	1.7
48	-5	1	1.2	9	4.7

New compounds follow:
#	SMILES	STAT1 act	STAT3 inh	STAT3 activator	APP transl inh	Hsp70 act
49	CCOC(=O)c1oc2ccccc2c1NC(=O)C1CCCCC1	98	10	97	-21	-0.3
50	O=C(COC(=O)c1cccc(S(=O)(=O)N2CCCC2)c1)NCc1ccccc1	102	3	109	-1	-0.1
51	O=C1C(=O)N(CCN2CCOCC2)C(c2ccncc2)/C1=C(/O)c1ccc2c(c1)OCO2 (stereo not drawn)	98	9	96	-21	-0.6
52	Cc1ccc(-c2nnc(-c3cccc(Br)c3)o2)cc1	122	-19	120	-109	-0.3
53	COc1cccc(-n2c(COc3ccccc3C)nnc2SCC(=O)O)c1	103	7	99	4	-0.1
54	CCn1c(C(C)C)n[nH]c1=S	103	6	97	0	0.0
55	CCN(CC)S(=O)(=O)c1ccc(-c2nnc(SCC(=O)c3ccc(OC)cc3)o2)cc1	99	-8	111	-13	-0.1
56	COc1ccc(-c2cc(C(=O)N3CCc4ccccc4C3)no2)cc1OC	100	14	90	3	-0.2

#	FLuc inhib CS	STAT1 blocker	NF-kB expr up	APP 5'UTR act	RAM network inh
49	-9	2	1	21	2.1
50	2	-3	1.1	1	0.5
51	-3	1	1.1	21	0.7
52	23	-26	3.7*	109	3.7
53	-6	-4	1.2	-4	0.8
54	-6	-4	1.3	0	-0.6
55	-7	1	1.2	13	6.2
56	-9	0	1	-3	4.3
